Source: PubChem BioAssay (National Center for Advancing Translational Sciences (NCATS))
FBPA coupling cs – inhibits coupling enzyme system, counter-screen for aldolase hits. 290,000 tested, 0.67% active. coupling enzyme system counterscreen, AmpLite Red fluorescence. activity change, negative = inhibition, % at 58.2 µM, hits read low; in the data active means activity change below about -30%
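First, compound is pin-transferred into glyceraldehyde-3-phosphate coupling-enzyme reagent at 57.5 uM final and held 10 min at RT. Next, substrate, coupling system and AmpLite Red are added. After 20 min RT, fluorescence (525/598 nm) is read.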
Eya2 inh – blocks the phosphatase activity of human Eya2; O00167; recombinant Eya2, OMFP fluorescence dephosphorylation (OMFP is methylfluorescein phosphate); Potency, µM (doses to about 76.9 µM), without a hit: top-dose activity, negative = inhibition, hits mostly inhibitors; 330,000 tested, 0.006% active; AID 488837; further: potency means the concentration at half of the fitted maximal effect
Target sequence (O00167 whole entry, looked up): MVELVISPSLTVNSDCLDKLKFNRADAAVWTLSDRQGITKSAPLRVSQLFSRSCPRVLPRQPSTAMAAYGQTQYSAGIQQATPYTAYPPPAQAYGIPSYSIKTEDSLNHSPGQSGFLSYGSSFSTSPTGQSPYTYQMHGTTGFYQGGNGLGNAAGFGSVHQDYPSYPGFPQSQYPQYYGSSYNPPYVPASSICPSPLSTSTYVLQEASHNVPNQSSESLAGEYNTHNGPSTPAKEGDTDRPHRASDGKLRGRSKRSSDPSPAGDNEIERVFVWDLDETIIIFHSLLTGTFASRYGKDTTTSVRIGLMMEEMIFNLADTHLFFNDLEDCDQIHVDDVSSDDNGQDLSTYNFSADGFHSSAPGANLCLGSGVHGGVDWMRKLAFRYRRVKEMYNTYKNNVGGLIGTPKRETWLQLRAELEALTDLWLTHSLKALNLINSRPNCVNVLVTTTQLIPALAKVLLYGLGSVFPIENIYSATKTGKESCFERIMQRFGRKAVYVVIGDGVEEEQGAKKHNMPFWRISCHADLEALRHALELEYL
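Eya2 (0.2 uM) preincubated 10 min at ambient with compound, then OMFP substrate added at 50 uM; 10 min reaction in 50 mM HEPES pH 7.5, 50 mM NaCl, 5 uM MgCl2, 0.05% BSA, 1 mM DTT. Fluorescence read at Ex 485/Em 525 nm.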
BCR signal inh – blocks chronic active B-cell receptor signaling; ABC-DLBCL IkBa-CBG/CBR reporter, luminescence ratio, 4 h; Potency, µM (series often up to 46.1 µM), for the others: top-dose ratio change, negative = lower green/red ratio, actives largely listed as inhibitors; 340,000 tested, 0.05% active; active means well fitted inhibition curve with a large enough effect in the signal ratio, with a control signal flat, not every such curve was filed as active; inconclusive means small, poorly fitted or top-dose-only effect, or effect the other way, or a change in a side signal; the % refers to the signal ratio;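 further: potency means the concentration at half of the fitted maximal effect; plate controls were basal doxycycline-induced cells for no effect and cells given 10 µM MG132 for full effect; MG132 reads +100%, hits lower the ratio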
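Concentration-response series (up to 46 uM) were applied to TMD8 dual-reporter cells for 4 h at 37C with doxycycline. Green/red ratio, after filter-overlap correction, defined %Activity; red signal alone was normalised to basal cells and zero luminescence.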
KCNH2 3.1 inh – inhibitors of human KCNH2 3.1 potassium channel isoform. 340,000 tested, 0.95% active. U2OS KCNH2 3.1, thallium flux FluxOr; active compounds read low. activity change, % (tested at about 1.8 µM). AID 720553;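 active means maximum activity change below -70%; inconclusive means maximum activity change from -70% to -50%; inactive means maximum activity change above -50%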;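 further: thallium influx rate constant from kinetic fluorescence after stimulation buffer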
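Channel expression came from 3.1 mutant virus (1.77 x 10^8 /mL) applied to suspended U2OS cells for 4 h. Flux was tracked with FluxOr dye plus Red40 quencher, and kinetic rate constants normalized to controls.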
GALK inhibitor – inhibitors of human galactokinase; Potency, µM (doses to about 57.5 µM), for inactives: top-dose activity change, negative = inhibition, most hits filed as inhibitors; 270,000 tested, 0.007% active; Purified GALK, Kinase-Glo residual ATP luminescence; P51570; further: potency means the concentration at half of the fitted maximal effect
Target sequence (P51570 whole entry, looked up): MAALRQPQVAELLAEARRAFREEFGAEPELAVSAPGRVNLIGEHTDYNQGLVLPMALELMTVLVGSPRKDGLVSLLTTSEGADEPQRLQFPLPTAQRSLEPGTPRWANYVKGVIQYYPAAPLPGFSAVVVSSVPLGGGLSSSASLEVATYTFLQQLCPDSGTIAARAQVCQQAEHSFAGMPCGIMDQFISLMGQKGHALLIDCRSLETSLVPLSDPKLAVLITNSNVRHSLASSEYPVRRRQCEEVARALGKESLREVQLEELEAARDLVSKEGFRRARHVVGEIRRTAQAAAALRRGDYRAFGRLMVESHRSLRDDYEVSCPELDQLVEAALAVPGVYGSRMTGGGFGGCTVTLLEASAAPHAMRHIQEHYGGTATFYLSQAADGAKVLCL
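Galactose (100 uM) and ATP (35 uM) were turned over by 5 nM GALK for 1 h at RT. Kinase-Glo Plus then converted the remaining ATP into a luminescent signal.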
PKM2 act – PKM2 (human) enzyme activation; P14618; purified PKM2, Kinase-Glo ATP luminescence, activation; response scale: 0% is enzyme alone, no compound; Potency, µM (titrated, usually from 57.5 µM), for inactives: at the top dose activation, actives largely listed as activators; 260,000 tested, 0.34% active; AID 1631; further: potency means the concentration at half of the fitted maximal effect; nearly all actives have a fitted effect of over 55% in size
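hPK-M2, >95% pure; 0.1 mM ADP / 0.5 mM PEP final; imidazole pH7.2 buffer w/ 7 mM MgCl2, 50 mM KCl; 1 h RT; Kinase-Glo lum. Intermediate enzyme activity for dual inhibitor/activator qHTS.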
uPA generation – blocks generation of uPA at the cell surface; Potency, µM (doses to about 38.3 µM), for inactives: top-dose activity change, negative = inhibition, usual class: inhibitors; cell surface uPA generation assay, qHTS; 330,000 tested, 0.31% active; AID 540303; active means well fitted inhibition curve with a large enough effect; inconclusive means small, poorly fitted or top-dose-only effect; inactive means no such curve, though single readings can be large or run the other way; tested in mouse RAW 264.7 cells; further: potency means the concentration at half of the fitted maximal effect; nearly all actives have a fitted effect of over 55% in size
Giardia kill – kills Giardia lamblia; activity change, % at 7.66 µM, hits read low; Giardia lamblia trophozoite viability; 340,000 tested, 0.15% active; in the data active means activity change below about -80%; inconclusive means between about -30% and that limit;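 further: parasites exposed to compound for two days anaerobically before the ATP read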
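Anaerobic 48 hrs incubation at 37 deg C of 100 trophozoites/well with test compounds; ATPLite 1-Step luminescence, 15-30 min RT, reports cellular ATP as viability.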
KCNH2 WT inh – KCNH2 (human, wildtype) channel inhibition. activity change, % at 1.84 µM. 340,000 tested, 0.37% active. U2OS, BacMam KCNH2, thallium flux FluxOr; active compounds read low. Q12809;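 active means maximum activity change below -70%; inconclusive means maximum activity change between -70% and -50%; inactive means maximum activity change above -50%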
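U2OS cells were transduced with wild-type KCNH2 virus (2.03 x 10^8 / mL) for 4 h at room temperature, then cultured overnight at 37 C. Thallium flux was read with FluxOr dye. Rate constants were normalized to DMSO controls.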
USP2a block – inhibitors of human ubiquitin-specific protease USP2a; Potency, µM (doses to about 38.3 µM), inactives show top-dose activity change, negative = inhibition, actives largely listed as inhibitors; O75604; 330,000 tested, 0.01% active; USP2 core, Ub-CHOP2 coupled fluorogenic reporter, 485/531; AID 463254;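 further: potency means the concentration at half of the fitted maximal effect; plate controls were DMSO wells for no effect and full inhibition by NEM control for full effect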
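Deubiquitinase activity read as fluorescence (485/531 nm) after Ub-CHOP2 cleavage activates the enterokinase reporter on its substrate; USP2 core 10nM, Ub-CHOP2 and substrate 25nM each, 30min compound preincubation then 60min RT; data normalized to NEM, curves fitted.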
B2AR arrestin – agonists driving beta-arrestin recruitment to human beta2-adrenergic receptor; beta-arrestin recruitment to beta2AR, cell-based reporter; 330,000 tested, 0.02% active; AID 492947; Potency, µM (top dose mostly 46.1 µM), for the others: at the highest dose activation, hits mostly activators; P07550;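 further: potency means the concentration at half of the fitted maximal effect; 0% = DMSO controls and full agonism = EC100 isoproterenol or metaproterenol; nearly all actives have a fitted effect of over 65% in size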
* marks the source's active call; other numbers are inactive results; ? = inconclusive; . = not tested or not shown; [ ] = remark or other dose. Unless noted, the call rests on the fitted dose curve; in most records, active means well fitted curve in the direction sought with a large enough effect; inconclusive means small, poorly fitted or top-dose-only effect, or another doubt; inactive means no such curve, though single readings can be large; an effect the other way counts as inactive or inconclusive. Unless noted, on the % scale 0 is the no-effect control and ±100 the full control effect. Rows were taken by chance; 2.4% or so of the library scored in one or more.

SMILES	FBPA coupling cs	Eya2 inh	BCR signal inh	KCNH2 3.1 inh	GALK inhibitor	PKM2 act	uPA generation	Giardia kill	KCNH2 WT inh	USP2a block	B2AR arrestin
COC(=O)[C@@]12CCCN1[C@H](c1ccc(-c3ccc(Cl)c(Cl)c3)cc1)[C@H]1C(=O)N(C)C(=O)[C@H]12	.	-16%	?	7	.	.	-18%	-19	1	-1%	0.0%
COc1ccc2oc(-c3ccc(C)c(NC(=O)CSc4ccc(Cl)cc4)c3)nc2c1	3	-5%	?	-2	-1%	-6%	.	0	-11	1%	-0.4%
CSCCC(NC(=O)COc1ccccc1)C(=O)N1CCN(c2ccccc2Cl)CC1 (stereo not given)	.	9%	?	-6	.	.	?	2	-4	0%	0.0%
CS(=O)(=O)c1ccc(C(=O)OCC(=O)c2ccc(Cl)s2)cc1	.	4%	?	10	.	.	2%	3	-3	1%	-1.2%
CCN(CC)CCNC(CC(=O)Nc1ccc(Cl)cc1Cl)C(=O)O (stereo not given)	1	2%	3%	16	0%	-2%	-8%	-20	15	4%	-0.9%
CC(=O)C1=C(C)N2CCN=C2S1	2	8%	4%	13	-1%	6%	1%	-11	4	8%	0.4%
O=Cc1ccc(OC(=O)/C=C/c2ccccc2)cc1	4	0%	?	2	-2%	.	-3%	14	-1	-4%	0.3%
COc1ccccc1NC(=O)C1=C(C)NC(=O)NC1c1ccccc1[N+](=O)[O-] (stereo not given)	-41*	1%	?	37	9%	25µM*	-3%	0	-9	5%	0.3%
Cc1[nH]nc(SCC(=O)N2CCCCC2)c1[N+](=O)[O-]	-1	4%	3%	27	-3%	-8%	-4%	11	5	-2%	0.1%
CCOc1ccccc1N(CC(=O)Nc1ccc(C)cc1)S(C)(=O)=O	2	15%	3%	11	8%	-2%	0%	-3	-14	-2%	0.3%
O=C(NCC1CCOCC1)c1cc(COc2ccc(F)cc2F)on1	.	13%	-11%	13	3%	.	-4%	-4	6	-3%	0.2%
CC1CCN(C(=O)C2CCN(C(=O)c3cc4sccc4n3Cc3ccc(F)cc3)CC2)CC1	1	-12%	10%	11	-1%	0%	-19%	46[activator]	2	-15%	0.4%
Cc1cc(C(C)(C)C)cc(C)c1S(=O)(=O)N1CC(=O)Nc2ccccc21	0	3%	-2%	-21	-2%	-2%	-3%	10	5	1%	-1.0%
O=C(COC(=O)c1ccc(F)cc1)NCC1COc2ccccc2O1 (stereo not given)	.	-1%	?	-20	.	.	2%	-2	0	3%	-0.5%
COc1ccc(OC(C)C(=O)Nc2ccccc2F)cc1 (stereo not given)	0	-11%	-22%	9	-1%	0%	-1%	-18	-2	-2%	0.2%
CC(C)c1csc(CN2CCN(Cc3ccccc3)C(CCO)C2)n1 (stereo not given)	3	6%	0%	15	1%	2%	3%	10	-1	9%	-0.7%
COc1ccccc1CNC(=O)CCN1C(=O)c2ccccc2C1=O	0	2%	?	-6	1%	.	-5%	2	-7	1%	0.6%
CCN(C(=O)COC(=O)c1n[nH]c2ccccc12)c1ccccc1	.	0%	8%	3	.	.	?	12	-1	-2%	0.4%
Cc1ccc(C(=O)COC(=O)c2cn3ccccc3n2)cc1	0	8%	-1%	-4	2%	-1%	18%	-18	-5	2%	0.3%
O=C(NCC(c1cccnc1)N1CCN(c2ccccc2F)CC1)c1cccc(Cl)c1 (stereo not given)	-2	29%	-5%	-1	0%	-7%	4%	-2	-14	-1%	-0.2%
COc1ccc2c(CC(=O)OCC(=O)NC(N)=O)coc2c1	0	-4%	1%	2	6%	-1%	-5%	-3	-4	-1%	0.5%
O=C(OCn1nnc2ccccc2c1=O)C12CC3CC(CC(O)(C3)C1)C2	-3	0%	2%	4	1%	-5%	3%	-5	1	2%	0.1%
CCCCNc1nc2ccccc2nc1Cl	-2	10%	2%	-4	0%	2%	-1%	2	2	-1%	-0.4%
O=c1c([N+](=O)[O-])c[nH]c2ccccc12	1	2%	?	.	-1%	-9%	0%	-10	-1	1%	-0.3%
COC(=O)c1cc(Br)c(=O)n(-c2nccs2)c1	3	8%	22%	-3	-3%	-13%	1%	3	-2	3%	-0.3%
Cc1ccccc1OC(=O)C1C(c2ccccc2)C(C(=O)O)C1c1ccccc1 (stereo not given)	12	-8%	?	-9	-2%	-1%	-9%	-12	1	-1%	0.0%
CC(=O)c1ccc(NC(=O)CSc2nc(Nc3ccccc3)nc(N3CCOCC3)n2)cc1	.	-5%	-5%	.	1%	-1%	11%	11	6	1%	-0.6%
COc1ccccc1C(=O)NNC(=O)C(=O)NC(C)(C)C	2	12%	?	7	-2%	6%	-4%	13	-4	0%	0.0%
CCCN=C1NC(=O)C(CC(=O)NCCc2ccc(OC)c(OC)c2)S1 (stereo not given)	0	8%	-2%	-36	.	1%	1%	-1	-2	2%	-2.0%
Cc1[nH][nH]c(=O)c1C(c1c(C)[nH][nH]c1=O)c1cn(Cc2ccc(Cl)c(Cl)c2)c2ccccc12	-49*	-6%	?	6	2%	2%	-9%	11	-22	3%	-0.8%
CCOC(=O)N1CCN(S(=O)(=O)c2cc(-c3nn4c(C)nnc4c4ccccc34)ccc2C)CC1	0	-6%	-3%	-11	-1%	1%	2%	-3	6	2%	-0.1%
COc1ccc(-n2nc(C(=O)O)c3ccccc3c2=O)cc1	1	4%	-25%	-8	0%	-5%	.	-16	-3	3%	0.1%
COc1cccc(CNn2cn[nH]c2=S)c1OCc1ccccc1	-6	-11%	4%	-15	-1%	-1%	22%	1	0	0%	-0.3%
Cc1oc(-c2ccc(Cl)cc2)[n+]([O-])c1C	4	20%	3%	5	0%	-2%	-2%	-1	0	3%	-0.4%
O=C(O)C1CCCN1C(=O)NC1CCCCC1 (stereo not given)	-2	1%	5%	-5	3%	0%	8%	6	-13	-4%	-0.1%
CCN1C(=O)C(CC(=O)NCc2ccc(Cl)cc2)N(CC)C1=O (stereo not given)	-4	-1%	0%	4	1%	-17%	.	-2	4	0%	-1.0%
COc1nccc(C(F)(F)F)c1C(=O)NC(=O)Nc1ccccc1	-4	-1%	2%	3	-3%	-11%	7%	6	-3	-2%	0.0%
COCC(=O)N1CCC(Oc2ccc(C(=O)NCc3cc(C(C)C)no3)cc2)CC1	.	6%	2%	3	-9%	-4%	4%	-3	3	3%	-0.2%
COc1cc2c(cc1OC)-c1cc(NC3CCCCCC3)nc(=O)n1CC2	-2	7%	?	4	-1%	14%	-19%	-19	-23	3%	4.4%
CCCN(CCC)CCCNc1ccc(C(=O)Nc2cccc(OC)c2)cc1[N+](=O)[O-]	-5	-8%	?	-41	-2%	-3%	-4%	-7	37	-1%	-0.9%
C=CCNCCOCCOc1ccccc1-c1ccccc1	-4	-8%	?	-17	2%	-10%	-9%	0	4	?	-0.7%
OC(c1cccc(Cl)c1)c1nccc2ccccc12 (stereo not given)	1	1%	-1%	-4	0%	1%	11%	-2	4	1%	-1.0%
N#CCCn1nc(-c2ccc(Cl)cc2)cc1Nc1ccccc1NC(=O)C(F)(F)F	1	-5%	?	24	0%	1%	2%	-10	48	2%	-0.7%
COc1ccc(N2Cc3cccc(C(=O)N4CCN(C(=O)c5ccco5)CC4)c3C2=O)cc1	3	11%	-2%	-3	1%	25%	8%	17	-14	2%	-1.3%
Cc1csc2nc(CSc3ccc(Cl)cc3)cn12	0	-18%	3%	12	-1%	-7%	-5%	-2	5	-1%	0.0%
Cc1cc(C(=O)N/N=C\C(Br)=C\c2ccccc2)c(C)o1	-6	-8%	?	1	5%	3%	-8%	14	-5	-3%	3.8%
COc1ccc(NS(=O)(=O)c2cc(NC(=O)c3cnc(C)cn3)ccc2N2CCCCC2)cc1	0	-1%	0%	3	3%	-6%	-3%	-20	2	-1%	-1.0%
Cc1c(NC(=O)C(C)OC(=O)c2ncc(Cl)c(Cl)c2Cl)c(=O)n(-c2ccccc2)n1C (stereo not given)	.	-5%	0%	2	.	.	-25%	-19	-4	-1%	0.0%
Cc1ccc(S(=O)(=O)NCC(=O)OCC(=O)c2ccc(Br)s2)cc1	3	5%	?	3	0%	-6%	4%	-8	1	0%	-0.1%
O=C(CSc1nncn1-c1cccnc1)Nc1cccc(C(F)(F)F)c1	0	-11%	0%	-6	-1%	2%	-2%	-1	-17	2%	-0.3%
Cc1cc2ccccn2c1C(=O)c1ccc(S(=O)(=O)N(C)C)cc1	2	-2%	0%	-2	-1%	-2%	-6%	-18	4	1%	0.4%
